Bioassay records from PubChem BioAssay.
DNA FID counter: fluorescent intercalator displacement, NS3 helicase counter-screen. DNA fluorescent intercalator displacement, fluorescence. inhibition, % at 7.9 µM. 290,000 tested, 0.17% active. AID 1845; in the data active = inhibition above about 37%;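 note: 0% = vehicle and 100% = reference compound; higher means more ethidium bromide displaced from hairpin DNA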
UBC9 SUMO inh: blocks human SUMOylation mediated by UBC9; P63279; HTRF SUMOylation assay, SAE1/SAE2 + UBC9, in vitro; 290,000 tested, 0.36% active; inhibition, % at 35 µM; in the data active = inhibition above about 50%, passing the limit was not always enough; note: strong numbers were not always called active
Target sequence (P63279 whole entry, looked up): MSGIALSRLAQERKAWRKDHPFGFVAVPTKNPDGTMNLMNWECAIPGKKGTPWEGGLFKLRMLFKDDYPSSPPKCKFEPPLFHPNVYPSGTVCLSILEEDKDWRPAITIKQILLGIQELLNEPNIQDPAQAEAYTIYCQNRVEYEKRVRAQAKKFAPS
MEKK2 mut-MEK5: signal of MEK5 binding to mutant human MEKK2 PB1 domain; percent response, % at 10 µM; 290,000 tested, 0.35% active; bead flow cytometry, Alexa488-MEK5 binding to MEKK2 mutant; in the data active = percent response above about 24%, passing the limit was not always enough; note: inactives centre near 1; some results filed as inactive read as strong as hits
MEKK3 PB1 HTS: modulators (inhibitors or enhancers) of MEK5 binding to human MEKK3 PB1 domain | Q99759 | bead-based flow cytometry, Alexa488-MEK5 binding to MEKK3; actives lie on both sides; 0 = blocked by unlabeled MEK5, 100 = vehicle | binding response (% of control), % at 10 µM | 290,000 tested, 1.4% active | AID 1529;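 active = binding response more than 3 SD above or below the average of its plate-row segment, actives on both sides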;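 note: Alexa488 bead fluorescence after subtracting the streptavidin-only scavenger bead signal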
Target sequence (Q99759 whole entry, looked up, the tested form may be a part): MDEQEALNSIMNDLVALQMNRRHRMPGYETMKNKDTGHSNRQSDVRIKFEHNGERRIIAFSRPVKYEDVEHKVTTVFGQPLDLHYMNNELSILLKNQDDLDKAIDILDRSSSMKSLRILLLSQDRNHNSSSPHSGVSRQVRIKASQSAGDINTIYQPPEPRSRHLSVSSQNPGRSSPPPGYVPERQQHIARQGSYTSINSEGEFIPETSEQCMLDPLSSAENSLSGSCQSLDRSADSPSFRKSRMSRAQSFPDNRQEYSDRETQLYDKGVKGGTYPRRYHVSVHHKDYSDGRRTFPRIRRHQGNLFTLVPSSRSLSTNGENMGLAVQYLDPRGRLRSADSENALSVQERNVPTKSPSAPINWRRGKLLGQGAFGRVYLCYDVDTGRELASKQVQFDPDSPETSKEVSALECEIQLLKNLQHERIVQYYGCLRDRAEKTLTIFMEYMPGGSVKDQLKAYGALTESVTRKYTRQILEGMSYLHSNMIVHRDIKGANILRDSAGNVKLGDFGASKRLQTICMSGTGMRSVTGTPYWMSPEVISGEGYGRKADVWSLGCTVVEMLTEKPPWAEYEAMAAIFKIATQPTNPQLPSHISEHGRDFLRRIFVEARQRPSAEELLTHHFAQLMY
CRFR2-BP ag: agonists of human CRF-binding protein/CRF-R2 receptor complex. activation, % at 13.2 µM. 350,000 tested, 0.46% active. AID 588473. HEK293 CRF-R2/CRF-BP, calcium dye fluorescence (FLIPR); percent of saturating CRF peptide response;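 active = activation of at least 50%, plus an integration ratio under a set limit after plate pattern correction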;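 note: plate controls were neutral control wells without compound for no effect and CRF at EC100 for full effect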
GalR3 antagonist: antagonists of human GalR3; HEK293 GalR3-CNG cAMP membrane potential fluorescence; galR3 body fused to GalR1 C-terminus; inhibition, % at 3 µM; 360,000 tested, 0.44% active; AID 651719;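 active = inhibition above the screen-wide average plus 3 SD, cut at about 13% in these data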;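 note: forskolin and galanin both at EC90 stimulate the cells; cAMP rise reported by CNG channel membrane potential dye signal; 0% = forskolin plus galanin with DMSO and 100% = forskolin alone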
MEKK2wt PB1 HTS: raises or lowers MEK5 binding to wildtype human MEKK2 PB1 domain; binding response (% of control), % at 10 µM; AID 1531; 290,000 tested, 1.1% active; Q9Y2U5; bead flow cytometry, Alexa488-MEK5 binding to MEKK2 WT; actives lie on both sides; in the data active = binding response below about 67% or above about 130%
HCV NS3 hel inh: blocks Hepatitis C virus NS3 helicase unwinding | NS3 helicase DNA unwinding, Cy5 molecular beacon fluorescence | inhibition, % at 10.9 µM | 290,000 tested, 0.56% active;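 active = inhibition above the mean of all tested compounds plus 3 SD, set per campaign, cut at about 35% in these data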;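 note: 0% = DMSO wells and 100% = thioflavine S control wells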
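System: NS3 helicase fragment of HCV / Schedule: 1 h at 25 °C / Control set: DMSO alone as 0% and 110 µM thioflavine S as 100% / Reagent: Cy5/quencher beacon DNA duplex and ATP to start / Technique: Cy5 fluorescence / Replication: singlicate / Evaluation: % inhibition of end-to-start signal ratio versus controls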
CRFR2-BP antag: CRF-BP/CRF-R2 complex antagonism; HEK293 CRF-R2/CRF-BP, CRF-induced calcium fluorescence; inhibition, % at 11.8 µM; 350,000 tested, 0.59% active;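 active = inhibition of the ligand-induced calcium signal above about 50% at the single tested concentration, limit read from the data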
The depositor's hits bear a star; · = no result given.

compound	CRFR2-BP antag	MEKK2wt PB1 HTS	DNA FID counter	MEKK2 mut-MEK5	UBC9 SUMO inh	CRFR2-BP ag	MEKK3 PB1 HTS	HCV NS3 hel inh	GalR3 antagonist
Cc1cc(C)c2sc(NNC(=O)C3COc4ccccc4O3)nc2c1 (stereo unspecified)	-5	97	-11	-4	-2	0.9	106	4	1
COc1ccc(C2=NOC(C(=O)N(C)Cc3ccccc3)C2)cc1 (stereo unspecified)	23	100	-14	-2	1	-0.8	98	8	-3
COc1ccccc1/C=C/C(=O)NC1CC2CCC1C2 (stereo unspecified)	4	100	-14	0	5	-2.3	102	18	-8
COc1ccc(OCc2nc3ccccc3n2C(C)C)cc1	3	94	-13	-7	2	-3.2	83	0	-2
COCC1CCCN(C(=O)c2ccc3oc(Cc4ccc(Cl)cc4)nc3c2)C1 (stereo unspecified)	-7	100	-64	-3	3	3.0	97	8	-1
O=C(c1ccc(CS(=O)Cc2ccc(Cl)cc2)o1)N1CCN(c2cccc(Cl)c2)CC1 (stereo unspecified)	15	100	-47	-1	-10	0.6	102	-27	-7
O=C(NC1CCCC1)c1ccc2nc[nH]c2c1	-12	108	-1	19	10	-0.9	105	-5	-2
O=C(NCc1ccccc1)NC(=O)c1ccccc1	2	105	-7	4	9	-1.8	103	-12	-3
Cc1ccsc1/C=C(\C#N)C(=O)NCc1ccco1	10	103	-2	4	-10	-2.4	128*	3	-4
CCOC(=O)c1c(C)n(C)c2ccc(OC)c(NC(=O)CN3CCN(C4CCCCC4)CC3)c12	32	102	2	-5	1	0.8	99	-3	-6
CC(=O)Nc1cnc2ccccc2n1	-6	105	7	5	17	-0.3	106	1	-1
COc1cc(OC)c2c(c1)OC(c1ccc(OC)c(OC)c1)C(O)C2=O (stereo unspecified)	-8	107	-19	4	6	1.4	105	-3	4
Nc1ncnc(Nc2ccc(F)cc2)n1	3	105	0	0	19	0.6	105	0	6
COc1cccc(NC(=O)c2nn(C)cc2Br)c1	6	84	1	-7	·	1.8	85	9	0
CCN(CC(=O)N1CCOCC1)S(=O)(=O)c1ccc(C)cc1	-41	95	-4	-2	12	-1.0	96	8	-2
Cc1ccc(C)c(N(C(=O)Cn2nnc(-c3cccs3)n2)C(C(=O)NC2CC2)c2ccc(C)o2)c1 (stereo unspecified)	6	95	-3	0	7	-1.3	101	4	-9
COc1ccc(N2CC(C(=O)Nc3ncccc3C)CC2=O)cc1 (stereo unspecified)	9	105	-5	10	12	0.5	102	2	-1
Nc1nc(COc2ccc(F)cc2)nc(N2CCCCC2)n1	-8	97	-8	1	-2	0.1	99	0	0
COc1cccc(-c2nnc(SCCOc3ccc4c(C)cc(=O)oc4c3)o2)c1	8	105	-5	3	5	2.1	107	-9	-5
O=C(OCc1cc(Cl)ccc1OC(F)F)c1cncc(Br)c1	1	96	9	-3	-16	0.2	102	-2	-8
COc1ccc(CN=C2NC(=O)CC(C(=O)Nc3ccc(Cl)cc3)S2)cc1 (stereo unspecified)	-17	94	-18	-2	-5	-0.6	95	-12	-6
CC(OC(=O)C1CC1)C(=O)Nc1ccc([N+](=O)[O-])cc1Cl (stereo unspecified)	-3	97	-2	-6	28	-2.2	105	5	9
CCOC(=O)C1=C(COC(=O)/C=C/c2cccc(OC)c2OC)NC(=O)NC1C (stereo unspecified)	-21	99	-29	5	8	2.0	101	3	-1
Cc1onc(-c2ccccc2)c1C(O)c1ccc(F)cc1 (stereo unspecified)	-1	100	-13	0	2	-0.1	99	15	-11
CC(=O)Nc1ccc(S(=O)(=O)NCC(CCC(=O)O)C(F)(F)F)cc1 (stereo unspecified)	-5	105	1	-1	14	0.1	105	1	0
CC1=C(c2ccc(Cl)cc2)[N+](=O)C(C)(C)N1[O-]	5	103	1	1	15	-3.1	105	-4	-3
C=CCSc1nc(N)c(C(=O)Nc2ccccc2)cc1C#N	-10	91	3	-3	-4	0.2	100	9	-2
CC1CCCN(C2=NC(=O)/C(=C/c3cn(-c4ccccc4)nc3-c3cccc(S(=O)(=O)N(C)C)c3)S2)C1 (stereo unspecified)	6	101	-1	-1	-22	-1.5	98	0	-1
CCCC(c1nnnn1CCOC)N1CCN(c2cccc(OC)c2)CC1 (stereo unspecified)	-11	106	-11	8	-2	-1.6	103	-8	-4
Cc1ccc(N2CCN(S(=O)(=O)c3c(C)nc4scc(C)n4c3=O)CC2)c(C)c1	-14	93	-55	-4	·	-2.2	98	-4	-2
COc1ccc(CN2C(=O)c3cccnc3C2=O)cc1S(=O)(=O)N1CC(C)Oc2ccccc21 (stereo unspecified)	-11	100	-33	-2	6	-1.1	103	-9	-1
CCn1c(NCc2ccc(OC)cc2)nc2ccccc21	0	110	4	4	0	-1.0	101	2	-9
CCOC(=O)C(c1ccccc1)N1CCN(c2ccc(OC)cc2)CC1 (stereo unspecified)	-3	109	-17	8	2	-0.8	106	-15	7
Cc1cc(N2CC(=O)N(CCc3ccccc3)C(=O)C2)n2ncnc2n1	15	87	-2	-7	19	-0.2	94	3	-5
CN(Cc1ccccc1)CC(O)COc1ccc(CNCc2nccn2C)cc1 (stereo unspecified)	-8	114	26	8	-2	-0.1	99	-5	-6
COc1ccc(CNC(=O)N2CCN(c3ccc(F)cc3)CC2)cc1Cl	8	111	-23	7	2	-0.1	119	5	-7
COC(=O)c1ccc(Cn2cnc3c(sc4nc(N5CCOCC5)c5c(c43)CCCC5)c2=O)o1	15	109	-17	4	-16	-0.5	108	-4	3
CCc1ccc(N2Cc3ccccc3C2)cc1	4	110	-6	27	35	-0.5	125	-5	-5
Cn1nc(-c2ccc(Cl)cc2)c2cc(C(=O)N3CCN(c4ccccc4)CC3)sc21	-10	112	-1	5	-2	3.0	121	6	-2
COc1ccc(C2c3c(-c4ccccc4O)n[nH]c3C(=O)N2CCc2ccc(OC)c(OC)c2)cc1 (stereo unspecified)	4	96	-30	-3	-1	4.1	106	-25	1

Complete entries as entered above.
Profile of COc1ccc(CN2C(=O)c3cccnc3C2=O)cc1S(=O)(=O)N1CC(C)Oc2ccccc21 (stereo unspecified) → CRFR2-BP antag = -11; MEKK2wt PB1 HTS = 100; DNA FID counter = -33; MEKK2 mut-MEK5 = -2; UBC9 SUMO inh = 6; CRFR2-BP ag = -1.1; MEKK3 PB1 HTS = 103; HCV NS3 hel inh = -9; GalR3 antagonist = -1
Profile of CCOC(=O)C1=C(COC(=O)/C=C/c2cccc(OC)c2OC)NC(=O)NC1C (stereo unspecified) → CRFR2-BP antag = -21; MEKK2wt PB1 HTS = 99; DNA FID counter = -29; MEKK2 mut-MEK5 = 5; UBC9 SUMO inh = 8; CRFR2-BP ag = 2.0; MEKK3 PB1 HTS = 101; HCV NS3 hel inh = 3; GalR3 antagonist = -1

Further records.
compound	CRFR2-BP antag	MEKK2wt PB1 HTS	DNA FID counter	MEKK2 mut-MEK5	UBC9 SUMO inh	CRFR2-BP ag	MEKK3 PB1 HTS	HCV NS3 hel inh	GalR3 antagonist
CCC(C)NC(=O)[C@H]1N2C(=O)c3c(ccc(OC)c3OC)C2SC1(C)C (stereo partly specified)	5	105	-24	4	-9	-0.1	104	-8	-6
O=c1cc(-c2ccc(O)c(O)c2)oc2c(C3O[C@H](CO)[C@@H](O)[C@H](O)[C@H]3O)c(O)cc(O)c12 (stereo partly specified)	3	103	-7	4	33	0.1	105	14	-3
Cc1ccc(NC(=O)c2c(C)nc(Nc3nc4ccccc4o3)nc2C)cc1	-2	98	-5	-1	0	0.0	97	-3	-1
Cc1cccc(C(=O)N2CCCC(N3CCN(c4ccc(F)cc4)CC3)C2)n1 (stereo unspecified)	16	103	-21	3	6	2.6	107	8	-6
CCOCCCNC(=O)CN1C(=O)COc2ccc(S(=O)(=O)N3CCCC3)cc21	-6	97	-4	-6	13	-1.7	97	13	-2
Cc1c(Cl)cnc(NC(=O)COC(=O)c2ccc([N+](=O)[O-])s2)c1Cl	-11	118	2	14	15	-0.4	108	5	2
Cn1c(=O)c2ncn(CC(=O)Nc3cc(C(F)(F)F)ccc3N3CCOCC3)c2n(C)c1=O	4	101	-7	1	-2	0.8	101	11	-4
CCn1c(SCC(=O)c2ccccc2)nnc1-c1ccoc1C	-13	99	-17	1	-5	0.1	97	-3	-7
CCO[C@@H]1OC(C(=O)N2CCN(Cc3ccccc3)CC2)=C[C@H](c2ccccc2)[C@H]1CCCO	9	102	-33	7	4	-2.1	104	-6	-3
CCOC(=O)N1CCN(c2nc(C)cc(C(F)(F)F)n2)CC1	13	108	-5	2	6	0.0	108	0	-7
CCCC(C)C(=O)Nc1nnc(CCc2ccccc2)s1 (stereo unspecified)	-22	105	-23	6	16	0.4	103	-9	-6
COc1cccc(-n2ccnc2SCC(=O)Nc2ccccc2)c1	7	100	-12	-13	12	2.4	105	5	-2
COCCN1CCc2[nH]c(=S)[nH]c(=O)c2C1	9	95	-1	8	8	0.0	103	6	-11
Cc1ccc(Br)cc1S(=O)(=O)Nc1cccnc1	1	104	-2	2	0	-0.7	103	3	-8
Cc1cc(C)cc(-n2c(SCC(=O)NCc3ccco3)nc3ccccc3c2=O)c1	12	101	-4	-1	4	1.3	100	4	-2
O=C(NCCCN1CCCCC1)C1CCC(=O)N1CCc1ccccc1 (stereo unspecified)	13	95	0	-3	-3	0.4	95	0	-5
COc1ccc(-c2noc(CCC(=O)Nc3cc(OC)ccc3OC)n2)cc1	8	108	-21	13	-1	-1.8	107	4	-1
Cc1c2c(nc3c(C)cccc13)OC(C)C2 (stereo unspecified)	-9	107	-15	5	24	0.5	94	14	5
CSc1nnc2c(n1)OC1(Nc3ccccc3-2)C(=O)Nc2ccccc21 (stereo unspecified)	-11	92	5	-7	-10	-0.1	87	21	-4

Some of the compounds tested; the hit share may differ from the screen's.
